Assay outcomes: PubChem BioAssay, National Center for Advancing Translational Sciences (NCATS)
USP2a block: qHTS Assay for Inhibitors of Ubiquitin-specific Protease USP2a Using CHOP2 as the Reporter | Ubiquitin carboxyl-terminal hydrolase 2 (Homo sapiens), O75604 | USP2 core, Ub-CHOP2 coupled fluorogenic reporter, 485/531 | Potency, µM (top dose mostly 38.3 µM), for the others: at the top dose activity change, negative = inhibition, hits mostly inhibitors | 330,000 tested, 0.01% active;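 further: potency means the concentration at half of the fitted maximal effect; plate controls were DMSO wells for no effect and full inhibition by NEM control for full effect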
Target sequence (O75604 whole entry, looked up): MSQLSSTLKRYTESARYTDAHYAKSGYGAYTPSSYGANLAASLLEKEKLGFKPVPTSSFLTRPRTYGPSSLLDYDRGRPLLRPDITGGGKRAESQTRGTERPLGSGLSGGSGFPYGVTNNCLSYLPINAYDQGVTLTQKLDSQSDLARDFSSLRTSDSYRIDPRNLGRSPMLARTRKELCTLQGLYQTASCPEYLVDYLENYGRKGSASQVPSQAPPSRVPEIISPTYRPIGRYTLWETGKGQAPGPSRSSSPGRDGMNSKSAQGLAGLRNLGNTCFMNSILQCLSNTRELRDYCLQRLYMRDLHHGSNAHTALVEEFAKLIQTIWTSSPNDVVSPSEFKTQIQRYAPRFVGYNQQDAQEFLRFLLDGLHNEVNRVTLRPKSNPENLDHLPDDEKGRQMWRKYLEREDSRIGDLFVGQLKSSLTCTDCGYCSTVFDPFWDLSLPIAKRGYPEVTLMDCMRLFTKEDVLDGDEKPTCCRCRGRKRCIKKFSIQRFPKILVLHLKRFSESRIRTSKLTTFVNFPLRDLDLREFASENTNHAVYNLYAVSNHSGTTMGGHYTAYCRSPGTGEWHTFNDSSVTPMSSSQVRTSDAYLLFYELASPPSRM
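Deubiquitinase activity read as fluorescence (485/531 nm) after Ub-CHOP2 cleavage activates the enterokinase reporter on its substrate; USP2 core 10nM, Ub-CHOP2 and substrate 25nM each, 30min compound preincubation then 60min RT; data normalized to NEM, curves fitted.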
Eya2 inh: qHTS Assay for Inhibitors of the Phosphatase Activity of Eya2; recombinant Eya2, OMFP fluorescence dephosphorylation (OMFP is methylfluorescein phosphate); Potency, µM (highest dose often 76.9 µM), without a hit: top-dose activity, negative = inhibition, actives largely listed as inhibitors; 330,000 tested, 0.006% active; further: potency means the concentration at half of the fitted maximal effect; on the % scale 0 is the no-effect control and ±100 the full control effect
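Eya2 (0.2 uM) preincubated 10 min at ambient with compound, then OMFP substrate added at 50 uM; 10 min reaction in 50 mM HEPES pH 7.5, 50 mM NaCl, 5 uM MgCl2, 0.05% BSA, 1 mM DTT. Fluorescence read at Ex 485/Em 525 nm.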
TCR activator: Activators of T cell receptors: qHTS campaign; AID 504894, 2011; primary human leukocytes, anti-CD3, IL-2 HTRF, 48 h; 330,000 tested, under 10 active; Potency, µM (highest dose often 9.22 µM), without a hit: at the top dose activation of IL-2 secretion, usual class: activators; further: % of control where 0% means no effect
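Readout: HTRF IL-2, Eu-cryptate/d2 antibody pair, 320nm excitation, 665nm emission. Stimulus: a-CD3 beads, no co-stimulation. Cells: primary human leukocytes. Exposure: 48 hr with compound.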
TRPV1 agonist: HTS Assay for Compounds that Act as Agonists of the Vanilloid Receptor 1. TRPV1-expressing cells, Fluo-8 calcium influx, agonist mode. Transient receptor potential cation channel subfamily V member 1 (Homo sapiens), Q8NER1. activation, % at 8.33 µM. 320,000 tested, 0.19% active; in the data active means activation above about 80%; inconclusive means between about 30% and that limit; further: 0% is about no effect
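Fluo-8 calcium influx in TRPV1-expressing cells, kinetic read (ex 480/em 520 nm). Compound added and read 3 min for agonist activity, followed by capsaicin at EC20 final and 2 min further read for enhancement.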
AT treatment: qHTS Assay for Identifying a Potential Treatment of Ataxia-Telangiectasia. […] A-T fibroblasts, KAP-1 phosphorylation AlphaLISA; neocarzinostatin DNA damage 30 min before lysis. 320,000 tested, 0.19% active. Potency, µM (titrated, usually from 57.5 µM), inactives show at the top dose activation, hits mostly activators. AID 485349, 2010; further: potency means the concentration at half of the fitted maximal effect; % of control where 0% means no effect; nearly all actives have a fitted effect of over 45% in size
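hTERT-immortalized A-T patient fibroblasts ([…]), 500 cells/well in OPTI-MEM, 1% FBS, got compounds for 60 min, then NCS for 30 min at 37C. Lysates were then assayed for phospho-KAP-1 by AlphaLISA (anti-pKAP1 donor, anti-KAP1 acceptor beads), 6 hr at 25C.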
Mito fusion yeast: qHTS Assay for Small Molecule Inhibitors of Mitochondrial Division or Activators of Mitochondrial Fusion | S. cerevisiae fusion-defective mutant growth rescue, CellTiterGlo 48 h | Potency, µM (doses to about 46.1 µM), inactives show top-dose growth rescue (activation), most hits filed as activators | 320,000 tested, 0.23% active | AID 485298, 2010;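 further: potency means the concentration at half of the fitted maximal effect; % of control where 0% means no effect; nearly all actives have a fitted effect of over 45% in size; temperature-sensitive fusion mutants such as fzo1-1 at 37 °C on non-fermentable ethanol glycerol medium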
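Luminescent cell viability in 1536-well qHTS format served as the measure of rescued growth in ts fusion-mutant S. cerevisiae cultured on non-fermentable YPEG for 48 hours at 37C.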
KCNH2 WT inh: qHTS for Inhibitors of KCHN2 3.1: Wildtype qHTS | Voltage-gated inwardly rectifying potassium channel KCNH2 (Homo sapiens), Q12809 | AID 720551, 2013 | 340,000 tested, 0.37% active | U2OS, BacMam KCNH2, thallium flux FluxOr; stronger effect = lower value | activity change, % at 1.84 µM;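 active means maximum activity change below -70%; inconclusive means maximum activity change between -70% and -50%; inactive means maximum activity change above -50%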; further: on the % scale 0 is the no-effect control and ±100 the full control effect
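U2OS cells were transduced with wild-type KCNH2 virus (2.03 x 10^8 / mL) for 4 h at room temperature, then cultured overnight at 37 C. Thallium flux was read with FluxOr dye. Rate constants were normalized to DMSO controls.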
ELG1 repair inh: qHTS screen for small molecules that inhibit ELG1-dependent DNA repair in human embryonic kidney (HEK293T) cells expressing luciferase-tagged ELG1; HEK293T ELG1-luciferase reporter, luminescence, 16 h; DNA damage induced by 5-fluorouridine; Potency, µM (titrated, usually from 46.1 µM), without a hit: at the top dose activity change, negative = inhibition, hits mostly inhibitors; 330,000 tested, 2.3% active; AID 504467, 2011; further: potency means the concentration at half of the fitted maximal effect; on the % scale 0 is the no-effect control and ±100 the full control effect; nearly all actives have a fitted effect of over 55% in size
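In this reporter screen, reduction of luminescence relative to DMSO vehicle indicated activity. Compounds and 5-fluorouridine were added together to 2,000 cells per well, incubated for 16 hr at 37 °C, then developed with ONE-Glo.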
KCNH2 3.1 block: qHTS for Inhibitors of KCHN2 3.1: Mutant qHTS. AID 720553, 2013. 340,000 tested, 0.95% active. U2OS KCNH2 3.1, thallium flux FluxOr; stronger effect = lower value. activity change, % (tested at about 1.8 µM);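 active means maximum activity change below -70%; inconclusive means maximum activity change from -70% to -50%; inactive means maximum activity change above -50%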;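 further: thallium influx rate constant from kinetic fluorescence after stimulation buffer; on the % scale 0 is the no-effect control and ±100 the full control effect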
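We transduce U2OS cells with the mutant 3.1 virus, culture them overnight, load FluxOr with Red40 quencher for 45 min, then add stimulation buffer and read kinetically for 2 min to derive a normalized rate constant.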
TSHR antagonist: Antagonists of the Thyroid Stimulating Hormone Receptor: HTS campaign. Thyrotropin receptor (Homo sapiens), P16473. TSHR-expressing cells, TSH-stimulated cAMP HTRF, 2 h; stronger effect = lower value. activity change, negative = inhibition, % at 11.5 µM. 330,000 tested, 0.2% active;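 active means activity change below a set negative limit, meaning inhibition stronger than a set level, cut at about -70% in these data; inconclusive means activity change between two set negative limits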; further: on the % scale 0 is the no-effect control and ±100 the full control effect
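TSHR-expressing cells were treated with compounds, then stimulated with TSH at EC80 (4nM final) for 2 hours at 37 deg C. Cellular cAMP was measured by HTRF competition between lysate cAMP and cAMP-d2 for a cryptate-labelled anti-cAMP antibody.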
Starred values were filed as active, the others as inactive; u = inconclusive; x = no result given; [ ] = another dose, or the depositor's remark. Unless noted, the call rests on the fitted dose curve; in most records, active means well fitted curve in the direction sought with a large enough effect; inconclusive means small, poorly fitted or top-dose-only effect, or another doubt; inactive means no such curve, though single readings can be large; an effect the other way counts as inactive or inconclusive. This is a subset. The share of hits here may be higher or lower than overall.

1	O=C(CSc1nc(=O)n2ccccc2n1)NCc1ccc2c(c1)OCO2
2	COC(=O)C1=C(C)N(Cc2ccccc2)C(=O)N[C@H]1c1cccs1
3	Nc1nn(-c2ccccc2)c2ccc([N+](=O)[O-])cc12
4	C#Cc1ccc(C(=O)Nc2cc(C(N)=O)ccc2N2CCOCC2)cc1
5	Cc1ccc(S(=O)(=O)NCc2csc(C)n2)cc1
6	CCOc1ccc(C(C(=O)NC(C)(C)C)N(CCOC)C(=O)CCC(=O)Nc2nccs2)cc1 (stereo not drawn)
7	Cc1noc(C)c1NC(=O)Nc1cccc2c1O[C@@H](CN(C)C(=O)Nc1ccc3c(c1)OCO3)[C@@H](C)CN([C@H](C)CO)C2=O
8	CC(C)NC(=O)NC(=O)COC(=O)c1cccc(S(=O)(=O)N2CCCCC2)c1
Compound	1	2	3	4	5	6	7	8
USP2a block	4%	8%	5%	-7%	-4%	1%	0%	1%
Eya2 inh	-6%	-8%	9%	-5%	4%	0%	-10%	-17%
TCR activator	3%	5%	3%	x	-53%	-3%	-4%	7%[46.1 µM]
TRPV1 agonist	-3	1	7	-5	2	9	x	2
AT treatment	1%	32%	-11%	15%	10%	-2%	-2%	-1%
Mito fusion yeast	8%	19%	-24%	1%	-27%	-1%	x	-5%
KCNH2 WT inh	6	0	-6	-1	4	1	-6	-4
ELG1 repair inh	8%	-9%	u	-22%	0%	24%	3%	11%
KCNH2 3.1 block	1	3	3	-1	0	6	2	-5
TSHR antagonist	9	-7	-2	0	33	-11	-5	9

Excerpt, compounds 1 to 3
1	O=C(CSc1nc(=O)n2ccccc2n1)NCc1ccc2c(c1)OCO2
2	COC(=O)C1=C(C)N(Cc2ccccc2)C(=O)N[C@H]1c1cccs1
3	Nc1nn(-c2ccccc2)c2ccc([N+](=O)[O-])cc12
Compound	1	2	3
USP2a block	4%	8%	5%
Eya2 inh	-6%	-8%	9%
TCR activator	3%	5%	3%
TRPV1 agonist	-3	1	7
AT treatment	1%	32%	-11%
Mito fusion yeast	8%	19%	-24%
KCNH2 WT inh	6	0	-6
ELG1 repair inh	8%	-9%	u
KCNH2 3.1 block	1	3	3
TSHR antagonist	9	-7	-2

More records.
9	Cc1ccc(N2C(=O)C3Sc4[nH]c(=O)sc4C(c4ccccc4)C3C2=O)cc1 (stereo not drawn)
10	O=C(N/N=C/C=C/c1ccccc1[N+](=O)[O-])c1cc(-c2ccccc2)n[nH]1
11	O=C(COC(=O)CNC(=O)c1ccccc1)NCCc1ccccc1
12	CCOC(=O)[C@H]1[C@H]2COc3ccc(Cl)cc3[C@@H]2N2C(=O)c3ccccc3NC(=O)[C@@]12C
13	O=C(NC1CCCCC1)C(c1cccnc1)N(C(=O)CCl)c1ccccc1Cl (stereo not drawn)
14	Cc1ccc(CNC(=O)[C@@H](NC(=O)Cc2ccccc2)C(C)C)cc1
15	CCc1cccc(C)c1NC(=O)Nc1c(Br)cnn1C
16	COCCCNC(=S)N1CCN(Cc2ccc3c(c2)OCO3)CC1
Compound	9	10	11	12	13	14	15	16
USP2a block	1%	-8%	-3%	-1%	0%	1%	-11%	3%
Eya2 inh	9%	7%	2%	-24%	2%	-6%	8%	-1%
TCR activator	-4%	18%	4%	-8%	8%	-3%	-12%	-10%
TRPV1 agonist	7	2	-2	u	-1	1	7	1
AT treatment	-2%	5%	0%	17%	6%	-1%	15%	1%
Mito fusion yeast	2%	2%	-1%	22%	-2%	-1%	4%	1%
KCNH2 WT inh	1	-11	-10	9	1	2	-4	32
ELG1 repair inh	-4%	u	-10%	26%	u	13%	2%	-2%
KCNH2 3.1 block	14	-8	-14	4	6	-11	-5	25
TSHR antagonist	-16	-18	2	0	3	-11	2	-9

17	CCCCn1c(N)c(N(CCC(C)C)C(=O)C2CCCC2)c(=O)[nH]c1=O
18	COc1ccc(C(=O)Nc2nc3ccccc3[nH]2)cc1S(=O)(=O)N1CCOCC1
19	O=c1ccn(-c2cccc(C(F)(F)F)c2)nc1-c1ccn(-c2ccccc2)n1
20	O=C(CCOc1ccccc1)N1CCN(c2ccc(O)cc2)CC1
21	Cc1ccc(S(=O)(=O)N(C)C)cc1NC(=O)C1CCCCN1S(=O)(=O)c1ccccc1 (stereo not drawn)
22	Cc1ccc(C(=O)N=c2sccn2C)o1
23	CN(C)CCCCCNCCCNC(=O)/C=N\O
24	CCCSc1ccc([C@H]2N[C@@](Cc3ccccc3)(C(=O)OC)[C@H]3C(=O)N(CC)C(=O)[C@@H]23)cc1
Compound	17	18	19	20	21	22	23	24
USP2a block	-9%	0%	0%	3%	-1%	2%	0%	2%
Eya2 inh	-4%	0%	-7%	-6%	6%	5%	1%	11%
TCR activator	-1%	20%	1%	5%	-1%	3%	0%	-1%
TRPV1 agonist	-3	0	x	u	-3	8	-1	u
AT treatment	-8%	2%	-7%	5%	9%	-1%	-1%	17%
Mito fusion yeast	-1%	-6%	6%	-5%	3%	3%	1%	14%
KCNH2 WT inh	4	26	10	-1	1	-12	5	-6
ELG1 repair inh	3%	2%	-29%	u	-18%	7%	0%	-13%
KCNH2 3.1 block	1	-17	10	10	-5	25	2	-8
TSHR antagonist	23	-4	-7	-8	-14	-11	-8	27

25	COc1cc2oc(-c3ccc(O)cc3)cc(=O)c2c(O)c1OC
26	COc1cc(CNc2nnnn2C)ccc1OCc1c(F)cccc1Cl
27	O=C(Cn1c2ccc(F)cc2c2nc3n(c(=O)c21)CCS3)Nc1ccc(Cl)cc1F
28	O=C(N/N=C/c1sc(=O)n(-c2ccccc2)c1Cl)c1ccccc1
29	C[N+](C)(C)C(Cc1ccccc1)C(=O)[O-] (stereo not drawn)
30	CC(C)(C)NC(=O)NC(=O)CSc1cccc(C(F)(F)F)c1
31	COc1cccc(-c2cc(N3C(=O)Nc4ccccc4N3O)n[nH]2)c1
32	COc1ccc(Cc2nnc(SCC(=O)Nc3ccc(C)c(C)c3)o2)cc1OC
Compound	25	26	27	28	29	30	31	32
USP2a block	-1%	2%	-3%	4%	0%	2%	4%	-1%
Eya2 inh	13%	6%	-1%	1%	15%	2%	-12%	u
TCR activator	-1%	-8%	4%	-4%[46.1 µM]	-9%	1%	0%[46.1 µM]	0%
TRPV1 agonist	4	u	-2	7	-2	17	2	5
AT treatment	8%	-4%	6%	-4%	54%	8%	3%	0%
Mito fusion yeast	1%	-1%	0%	-10%	3%	-5%	0%	5%
KCNH2 WT inh	-14	-5	-7	2	4	-5	-13	11
ELG1 repair inh	u	2%	-2%	u	7%	8%	u	-2%
KCNH2 3.1 block	9	-3	-25	-16	0	7	-1	5
TSHR antagonist	-1	-1	15	-4	8	-4	-2	-5

33	COc1ccc2cc(S(=O)(=O)NCc3cccnc3)ccc2c1
34	O=C(NCc1ccccc1)c1ccc2ccccc2n1
35	CC(CCc1ccccc1)NC(=O)COC(=O)c1cccc2ccccc12 (stereo not drawn)
36	COc1ccccc1NC(=O)OCC#CCOC(=O)Nc1ccccc1OC
37	CCN1/C(=C2\C(=O)N(C)C(=S)N2C)C=Cc2ccccc21
38	CCCn1nnc(NC(=O)/C=C/c2cc(Br)ccc2OC)n1
39	O=C(c1ccco1)N1CCN(S(=O)(=O)c2ccc([N+](=O)[O-])cc2)CC1
Compound	33	34	35	36	37	38	39
USP2a block	-1%	0%	-2%	-1%	2%	1%	4%
Eya2 inh	-8%	0%	-6%	-9%	-19%	5%	17%
TCR activator	1%	-6%	-31%[inhibitor][46.1 µM]	0%	2%[46.1 µM]	-4%	-6%
TRPV1 agonist	2	4	u	u	-9	2	-2
AT treatment	-4%	-1%	22%	-13%	-3%	13%	8%
Mito fusion yeast	-6%	u	26%	9%	-4%	-9%	0%
KCNH2 WT inh	-4	2	1	-4	1	3	0
ELG1 repair inh	-26%	23%	8%	1%	5%	10%	2%
KCNH2 3.1 block	6	13	-16	2	-5	-7	15
TSHR antagonist	-9	-3	-14	-29	-21	-3	4
